High-throughput results (PubChem BioAssay)
Kir21 inh: inhibitors of mouse Kir2.1 inward-rectifier potassium channel; hit rate 0.85% among 310,000; Inward rectifier potassium channel 2 (Mus musculus), P35561; HEK293-Kir2.1, FluxOR thallium flux fluorescence; hits give low values; B-score at 10 µM;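 active = fluorescence ratio B-score at or below minus 3 SD of library scores, with starting-brightness B-score within 2 SD, cut at about -4.2 in these data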;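 also: channel flux triggered by added potassium and thallium sulfate stimulus; B-score of peak minus minimum fluorescence over baseline after thallium stimulus; more negative B-score means stronger Kir2.1 block with less thallium influx; some compounds called inactive have numbers as strong as hits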
Target sequence (P35561 whole entry, looked up): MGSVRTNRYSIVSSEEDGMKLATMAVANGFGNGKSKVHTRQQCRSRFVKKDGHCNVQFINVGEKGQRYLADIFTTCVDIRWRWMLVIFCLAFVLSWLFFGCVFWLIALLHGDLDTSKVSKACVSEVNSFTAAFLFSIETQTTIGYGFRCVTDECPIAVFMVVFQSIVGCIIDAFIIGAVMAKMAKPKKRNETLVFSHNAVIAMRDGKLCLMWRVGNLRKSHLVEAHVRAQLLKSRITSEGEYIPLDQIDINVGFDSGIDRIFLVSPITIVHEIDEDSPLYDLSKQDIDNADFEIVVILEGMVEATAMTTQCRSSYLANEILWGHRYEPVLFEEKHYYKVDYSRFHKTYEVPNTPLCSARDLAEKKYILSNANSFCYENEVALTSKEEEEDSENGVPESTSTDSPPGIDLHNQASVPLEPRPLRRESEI
STK33 kinase inh: inhibitors of purified STK33 kinase, primary screen, biochemical, ADP-Glo luminescence, homogeneous, cell-free; Serine/threonine-protein kinase 33 (Homo sapiens), Q9BYT3; MBP phosphorylation; inhibition, % at 10 µM; hit rate 0.073% among 320,000;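 active = inhibition at or above 25%, using the most active replicate where run in duplicate; inactive = inhibition below 25%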
Target sequence (Q9BYT3 whole entry, looked up): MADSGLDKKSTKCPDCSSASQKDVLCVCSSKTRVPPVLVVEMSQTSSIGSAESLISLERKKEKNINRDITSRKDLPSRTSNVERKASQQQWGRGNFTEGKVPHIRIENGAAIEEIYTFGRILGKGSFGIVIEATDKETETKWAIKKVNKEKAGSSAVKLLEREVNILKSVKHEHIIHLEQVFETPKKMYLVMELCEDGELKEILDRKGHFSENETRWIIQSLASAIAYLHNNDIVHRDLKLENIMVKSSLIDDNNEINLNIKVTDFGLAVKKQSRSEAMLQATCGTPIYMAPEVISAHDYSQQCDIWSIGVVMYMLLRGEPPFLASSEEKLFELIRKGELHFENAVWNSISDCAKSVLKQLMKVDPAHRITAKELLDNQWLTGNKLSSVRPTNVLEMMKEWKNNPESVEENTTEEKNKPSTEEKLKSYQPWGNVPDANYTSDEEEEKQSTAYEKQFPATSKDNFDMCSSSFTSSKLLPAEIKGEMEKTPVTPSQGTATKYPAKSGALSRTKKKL
* hit, by the source's call; nt = not tested or not shown. Rows were taken by chance; overall some 0.84% were active at least once.

SMILES | Kir21 inh | STK33 kinase inh
O=C(Cn1cnc2ccccc21)NCc1ccccc1 | 0.68 | -0.9
NC(=O)NC(Cc1ccccc1)C(=O)NNC(=O)COc1ccccc1Cl (stereo not given) | nt | -0.7
Cc1cc(C(=O)CSc2nnnn2-c2ccc(O)cc2)c(C)n1Cc1ccc2c(c1)OCO2 | 0.5 | -2.0
C=CCc1ccccc1OCC(O)CNC (stereo not given) | -0.91 | -1.0
CCC(Oc1ccccc1)C(=O)N1CCN(S(=O)(=O)c2ccccc2)CC1 (stereo not given) | nt | 0.1
CCCCN(C)C(=O)c1cc2cc3cc(OC)ccc3nc2o1 | 0.4 | 2.2
O=C1CSC(c2ccccc2)N1CC(O)c1ccc([N+](=O)[O-])cc1 (stereo not given) | -1.87 | -0.2
COc1cccc(-c2cc(C(=O)NCCCn3ccnc3)c3ccccc3n2)c1 | -0.45 | -0.2
O=C(NCCS(=O)(=O)NCCCc1ccccc1)c1ccccc1 | 0.35 | -0.1
CCC(C)NC(=O)C1CCCN(C(=O)NC2CCCCC2)C1 (stereo not given) | 0.05 | -1.2
CCCCC(C(=O)NC1CCCC1)N(C(=O)c1snc(C(N)=O)c1N)c1ccc(F)cc1 (stereo not given) | 2.01 | -1.8
CC1(OC(=O)c2ccc(Cl)nc2)C(=O)C=C2C=C3CCCN3C=C2C1=O (stereo not given) | nt | -2.8
O=C(NC(C(=O)c1ccccc1)n1cnccc1=O)c1ccccc1 (stereo not given) | -0.78 | -0.6
CCn1c(N)c(C(N)=O)sc1=S | -0.89 | 0.1
O=C(NCC(c1ccco1)N1CCN(c2ccccc2F)CC1)C(=O)NC1CC1 (stereo not given) | -0.34 | -1.2
CCN(c1ccccc1)S(=O)(=O)c1ccc(C(C(=O)OC)C(=O)OC)c([N+](=O)[O-])c1 | 0.01 | -0.8
Cc1nnc(SCC(=O)NC2CCCCCC2)n1N | nt | -1.7
CSC1=N/C(=C/c2cccnc2)C(=O)N1Cc1ccc(Cl)cc1 | 1.5 | 1.2
O=C(CN(C(=O)CNS(=O)(=O)c1ccc(F)cc1)c1ccccc1F)NCc1ccco1 | 1.66 | -1.3
CCOC(=O)C1CCCN(S(=O)(=O)c2ccc3c4c(cccc24)C(=O)N3CC)C1 (stereo not given) | nt | -1.1
O=C(C1CCCN1C(=O)c1cccs1)N1CCN(S(=O)(=O)c2ccc(F)cc2)CC1 (stereo not given) | nt | -0.5
c1cncc(-c2nnc(C3CCCCC3)o2)c1 | -0.32 | 0.2
Cc1nnc(C)c2c(C)n(-c3ccccc3)c(C)c12 | 1.14 | nt
O=C(CSc1nnc(CNC(=O)c2c(F)cccc2F)o1)Nc1ccc2c(c1)OCO2 | 0.49 | 1.4
CC1(c2ccc(OC(F)F)cc2)NC(=O)N(CC(=O)Nc2ccc(N3CCCCC3)cc2)C1=O (stereo not given) | 0.63 | -0.7
CC(C)(C)c1ccc(OCC(=O)NNC(=S)NC(=O)c2ccco2)c(Br)c1 | 1.43 | -0.5
CCCCc1nnc2c(N(C)S(=O)(=O)c3ccc(C)cc3)nc3ccccc3n12 | -1.3 | 2.2
CN(C)N1C(N)=C(C#N)C(c2cccs2)C2=C1CC(C)(C)CC2=O (stereo not given) | -0.27 | -0.5
Cc1cccc(NC(=O)Cn2cc(C(=O)C3CC3)c3ccccc32)c1C | 0.49 | -0.4
COC(=O)c1cc(OC)cc(O)c1C(=O)c1c(O)cc(C)cc1O | -0.36 | 0.4
Fc1ccc(N2CN(Cc3cccnc3)CNC2=S)cc1 | -0.06 | -2.6
CC(NC(=O)c1cccs1)C(=O)NC1=NCCS1 (stereo not given) | 1.35 | 0.1
CCC(C)(C)NC(=O)C(c1ccc(OC)cc1)N(Cc1cccs1)C(=O)CCC(=O)Nc1cc(C)on1 (stereo not given) | nt | -0.8
Cc1ccc(C)c(OCC(=O)O/N=C(\N)c2cccc([N+](=O)[O-])c2)c1 | -0.43 | -1.8
COc1cc(C(=O)OC2CC3CCC2(C)C3(C)C)ccc1OC(C)=O (stereo not given) | 0.62 | 1.7
Cc1cc(N(C)Cc2ccccc2)nc(-c2ccccc2)n1 | -1.25 | 1.3
COCCNC(=O)c1nn2cccnc2c1Cl | 0 | 0.1
Cn1c(=O)[nH]c(=O)c2c1nc(SCCN1CCOCC1)n2Cc1ccccc1 | -1.17 | -2.6
O=C(NN=C1CCCCC1)c1ccccc1-n1cccc1 | -0.77 | -0.5
Cc1nc2ccccc2c(=O)n1NC(=O)c1ccccc1Br | 0.71 | -0.7
Cc1cc(=O)oc(C)c1C(=O)NCc1ccccn1 | 0.4 | -0.7
COc1ccc(-c2nnc(SCC(=O)N3c4ccccc4Sc4ccccc43)o2)cc1 | -0.73 | 0.2
CCN1C(=O)c2cccc3c(S(=O)(=O)Nc4nc(C)cs4)ccc1c23 | -0.96 | -1.1
CCn1c(=O)n(CC(=O)N2CCN(c3ccccc3F)CC2)c(=O)c2ccccc21 | 0.01 | -0.9
COc1ccccc1CNC(=O)COC(=O)CSc1ccc(F)cc1 | -1.31 | -1.6
CCc1cccc(NC(=O)CS(=O)Cc2nc(-c3ccc(C)cc3)oc2C)c1 (stereo not given) | -2 | -0.5
CCn1c(=O)n(CC)c2cc(S(=O)(=O)Nc3c(C)cccc3C)ccc21 | 2.33 | 0.6
CC(=O)NC(c1cccs1)c1cc(F)c2cccnc2c1O (stereo not given) | nt | -2.1
COC(=O)c1ccc(NC2c3ncccc3C(=O)N2Cc2cccs2)cc1 (stereo not given) | -0.96 | 0.4
CC(C)OC(=O)/C(=C/c1ccc(Br)cc1)NC(=O)c1ccco1 | 0.52 | 4.2
Following part
SMILES | Kir21 inh | STK33 kinase inh
CCOC(=O)N1CCC(NC(=O)c2ccc(CS(=O)(=O)c3ccccc3C)o2)CC1 | 1.36 | -0.4
O=C(CN1CCN(c2ccc(O)cc2)CC1)NC1CCCc2ccccc21 (stereo not given) | -1.11 | -1.6
Cc1ccc(S(=O)(=O)N2CCN(C(=O)N(c3ccccc3)c3ccccc3)CC2)cc1 | -1.43 | 0.5
CC1(C)Cc2c(sc(NC(=O)C(=O)N3CCOCC3)c2C#N)CO1 | -0.64 | -1.7
CSCCC(NC(=O)c1ccc(Cl)cc1Cl)C(=O)NCc1ccccn1 (stereo not given) | -0.05 | -0.4
CC(Oc1ccc2c(-c3ccccc3)cc(=O)oc2c1)C(=O)NCCCn1ccnc1 (stereo not given) | -2.05 | 1.6
COc1cc(CC(NC(C)=O)C(=O)NC2CCN(c3nc(C)cc(C)c3C#N)CC2)cc(OC)c1 (stereo not given) | 0.32 | 1.1
CC(C)(C)OC(=O)N1Cc2ccccc2C[C@H]1C(=O)NCC(=O)Nc1ccc2c(c1)OCCO2 | 1.32 | 0.5
CCOC(=O)CCNC(=O)N1CCCC(CNS(=O)(=O)Cc2ccccc2)C1 (stereo not given) | 0.02 | 0.4
Cc1cc(N/N=C/c2ccc(O)cc2)nc(NS(=O)(=O)c2ccccc2)n1 | 0.82 | -0.8
COc1ccc(CN2CCN(C(=O)CC(C)C)CC2)cc1Br | -0.58 | -1.5
COc1ccc(C(c2sc3nc(C)nn3c2O)N2CCN(CCO)CC2)cc1OC (stereo not given) | 0.39 | 0.3
COc1ccc(N2C(S)=C(C#N)C(=O)NC2c2ccc(OC)c(OC)c2)cc1 (stereo not given) | -1.92 | 0.0
O=C(CCC(=O)c1cccs1)NCc1ccc(Cl)cc1 | 0.09 | 0.1
COc1ccc(OC)c(S(=O)(=O)N(C)CC(=O)N2CCCCC2)c1 | -0.44 | -2.0
COc1ccc(C(=S)N2CCCC2)cc1Br | -0.57 | -1.5
N#Cc1cnn(-c2nc3sc4c(c3c(=O)[nH]2)CCCC4)c1N | -0.24 | -0.6
CCCCN(C)CCNC(=O)c1nn(-c2ccc(OC)cc2)c(=O)c2c1c1ccccc1n2C | -0.97 | -0.1
COc1cc(Br)cc(/C=N/NC(=O)Cc2ccc(C(F)(F)F)cc2[N+](=O)[O-])c1O | -0.3 | -1.5
COc1cc2nc(/C=C/c3cc(OC)c(OC)c(OC)c3)sc2cc1SC | nt | 0.5
COc1ccc(Cl)cc1NC(=O)CCn1c(=O)oc2ccccc21 | -0.26 | 0.1
CCC(=O)N1CCc2cc(S(=O)(=O)NCCC(=O)NCc3ccccc3OC)ccc21 | 0.59 | -0.4
O=C(O)c1cc(=O)c2c(Cl)cc(Cl)cc2[nH]1 | -0.73 | -1.7
Cc1ccc(Cl)c(Nc2ccccc2C(=O)O)c1Cl | 3.24 | nt
CCCN(CCC)Cc1c(C(=O)N/N=C/c2ccc(C)o2)nnn1-c1nonc1N | 0.64 | -0.7
CN1CCN(C(=O)CNC(=O)C23CC4CC(CC(C4)C2)C3)CC1 | nt | 0.1
Cc1ccc(Cl)c(OCC(=O)Nc2ccccc2N2CCCCC2)c1 | -2.17 | -1.6
CN(NC(=S)Nc1ccc(OC(F)F)cc1)C(=S)Nc1ccc(OC(F)F)cc1 | -1.22 | -1.6
COCCNC(=S)N/N=C(\C)c1ccc(Cl)s1 | 1.06 | -1.6
COC(=O)C1=NN(C(=O)c2ccc(Cl)cc2)C(O)(c2ccccc2)C1 (stereo not given) | -0.5 | -0.9
Cc1ccc(-c2csnn2)cc1 | -0.83 | -1.2
O=[N+]([O-])c1cc(-c2nnc(C34CC5CC(CC(C5)C3)C4)o2)cc([N+](=O)[O-])c1 | 1.25 | -0.9
O=C(Cn1cc(C(F)(F)F)ccc1=O)N/N=C/c1ccc(O)cc1 | 0.42 | -0.1
O=C(Nc1ccc2c(c1)CCC2)c1c(F)cccc1Cl | -0.19 | -0.2
COc1ccc(NC(=O)CN(C)C(=O)c2n[nH]c3ccccc23)cc1 | -0.82 | -0.9
CC(=O)Oc1cccc(N2C(=O)c3ccc(C(=O)O)cc3C2=O)c1 | 0 | 0.3
CCOc1ccccc1-c1nc(CN2CCCN(C(=O)c3ccco3)CC2)c(C)o1 | -1.17 | 0.3
CCCCCCCCCCCCCC(=O)O | nt | -1.8
O=C(Nc1ccccc1)c1sc(N2CCOCC2)nc1-c1ccccc1 | -1.44 | 4.6
COC(=O)C1CCN(c2cc(=O)n(Cc3ccc(F)cc3)c(=O)[nH]2)CC1 | 1.4 | -0.8
Cc1cccc(Nc2nc(-c3c(C)nc4ccccn34)cs2)c1 | -0.57 | -0.7
CCN(CCCNC(=O)C1CCN(S(=O)(=O)c2cccc3nonc23)CC1)Cc1ccccc1 | -0.01 | -1.8
O=C(CSc1nnc(COc2ccc(Cl)cc2)o1)N1CCCCC1 | 1.22 | 0.7
COc1cc(C2C(C#N)=C(N)N(c3ccc(F)cc3)C3=C2S(=O)(=O)CC3)ccc1O (stereo not given) | -0.05 | 0.7
CC1CCc2nn(CC(=O)NCCCN3CCOCC3)cc2C1 (stereo not given) | -0.18 | -1.3
O=c1[nH]c2ccc(NS(=O)(=O)c3ccc([N+](=O)[O-])cc3)cc2[nH]1 | 0.72 | -0.2
Clc1ccccc1OCCCCN1CCCCC1 | -0.87 | -0.6
O=C1OC(/C(=C\Nc2ccc(F)cc2F)[N+](=O)[O-])c2ccccc21 (stereo not given) | 0.42 | -1.1
COc1ccc(CCN=C(N)NS(=O)(=O)c2ccc(F)cc2)cc1OC | 0.13 | -0.6
CCN(c1ccccc1)S(=O)(=O)c1ccc(NC(=O)c2nc(S(C)(=O)=O)ncc2Cl)cc1 | -2.49 | 0.2
Next section:
SMILES | Kir21 inh | STK33 kinase inh
CCOC(=O)C1CCCN(S(=O)(=O)c2cc3[nH]c(=O)c(=O)[nH]c3cc2C)C1 (stereo not given) | 1.21 | -0.4
C/C(=N\Nc1ccc(C(=O)O)cc1)c1ccc(S(=O)(=O)NCc2ccco2)cc1 | 0.13 | 9.4
CCN(CC)CCNC(=O)C1CCN(S(=O)(=O)N2CCCCC2)CC1 | 1.83 | -0.4
O=C(Cc1cccs1)N(Cc1ccco1)C1(C(=O)NC2CCCC2)CCCCC1 | -2.35 | -0.4
CC(C)C1Nc2ccc(C(=O)N3CCN(c4ccccn4)CC3)cc2NC1=O (stereo not given) | 0.73 | -0.9

Molecules listed so far containing a thiophene ring, fused or not, in the order listed:
SMILES | Kir21 inh | STK33 kinase inh
O=C(C1CCCN1C(=O)c1cccs1)N1CCN(S(=O)(=O)c2ccc(F)cc2)CC1 (stereo not given) | nt | -0.5
CN(C)N1C(N)=C(C#N)C(c2cccs2)C2=C1CC(C)(C)CC2=O (stereo not given) | -0.27 | -0.5
CC(NC(=O)c1cccs1)C(=O)NC1=NCCS1 (stereo not given) | 1.35 | 0.1
CCC(C)(C)NC(=O)C(c1ccc(OC)cc1)N(Cc1cccs1)C(=O)CCC(=O)Nc1cc(C)on1 (stereo not given) | nt | -0.8
CC(=O)NC(c1cccs1)c1cc(F)c2cccnc2c1O (stereo not given) | nt | -2.1
COC(=O)c1ccc(NC2c3ncccc3C(=O)N2Cc2cccs2)cc1 (stereo not given) | -0.96 | 0.4
CC1(C)Cc2c(sc(NC(=O)C(=O)N3CCOCC3)c2C#N)CO1 | -0.64 | -1.7
O=C(CCC(=O)c1cccs1)NCc1ccc(Cl)cc1 | 0.09 | 0.1
N#Cc1cnn(-c2nc3sc4c(c3c(=O)[nH]2)CCCC4)c1N | -0.24 | -0.6
COCCNC(=S)N/N=C(\C)c1ccc(Cl)s1 | 1.06 | -1.6
O=C(Cc1cccs1)N(Cc1ccco1)C1(C(=O)NC2CCCC2)CCCCC1 | -2.35 | -0.4
